# Assay outcomes (PubChem BioAssay)
# EBV LMP1 NFkB = reduces LMP1-driven NF-kappaB luciferase signal; 350,000 compounds, 0.69% hits; AID 504558; inhibition, % at 12.5 µM; LMP1-induced NF-kappaB luciferase reporter cells, luminescence; in the data active = inhibition above about 41%;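 note: 0% = neutral control wells and 100% = reference inhibitor control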
# COUP-TFII inh = inhibitors of human COUP-TFII (NR2F2). HEK293T NGFI-A luciferase reporter, luminescence. P24468. inhibition, % at 8.6 µM. 370,000 compounds, 0.7% hits;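 active = inhibition above a per-plate cutoff, mean inhibition of test wells between control levels plus 3 SD, cut at about 38% in these data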;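 note: cells cotransfected with COUP-TFII expression vector driving the NGFI-A reporter; 0% = median of COUP-TF2 test wells and 100% = reporter-only cells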
# MC4R antagonist = blocks human MC4R cAMP signaling; 360,000 compounds, 0.48% hits; inhibition, % at 6.5 µM; P32245; MC4R-expressing cells, MTII-stimulated cAMP, LANCE TR-FRET;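 active = inhibition above its plate's cutoff, the mean of tested wells on that plate plus 3 SD, cut at about 29% in these data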;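 note: 0% = Melanotan II alone and 100% = Melanotan II plus saturating MCL0020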
#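 System: U2OS cells stably expressing human melanocortin 4 receptor (MC4R). Reagent: Melanotan II challenge after compound preincubation. Doses: 6.5 µM. Times: 30-min compound, 1-h challenge, 1-h detection, room temperature. Measured by: TR-FRET with Eu-cAMP and labeled anti-cAMP, 671 nm. Replicates: singlicate.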
# ABHD5 PLIN5 PPI = ABHD5-PLIN5 protein interaction inhibition | Q00G26+Q8WTS1 | Split G. princeps luciferase complementation, luminescence, 4 h | inhibition, % at 4 µM | 360,000 compounds, 0.78% hits | AID 602281;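 active = inhibition above the mean inhibition across every tested compound plus 3 SD, cut at about 22% in these data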;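 note: 0% = DMSO only wells and the 100% control is not disclosed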
# SRC3 inh = inhibits human SRC3 coactivator; inhibition, % at 3.6 µM; HEK293 GAL4-SRC3 luciferase reporter, luminescence; Q9Y6Q9; AID 588352; 360,000 compounds, 0.17% hits;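 active = inhibition above a per-campaign cutoff, the mean of all compounds plus 3 SD, cut at about 60% in these data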;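 note: 0% = DMSO-treated cells and 100% = gossypol-treated cells at 36 µM; higher means less SRC3-driven luciferase light from the GAL4 reporter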
# MC4R barr agon = human MC4R agonism via beta-arrestin | U2OS MC4R beta-arrestin complementation, luminescence; percent of melanotan II response, DMSO zero | activation, % at 8.9 µM | 360,000 compounds, 0.98% hits | AID 540308;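 active = activation above a per-plate cutoff, the mean activation of sample wells on that plate plus 3 SD, cut at about 8% in these data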
# NCOA2 inhibitor = inhibits human steroid receptor coactivator 2 | Q15596 | HEK293 GAL4-SRC2 luciferase reporter, luminescence | inhibition, % at 9 µM | 370,000 compounds, 0.17% hits | AID 651957;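 active = inhibition above the mean inhibition of all tested compounds plus 3 SD, set per campaign, cut at about 52% in these data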;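 note: 0% = DMSO treated cells and 100% = cells given Gossypol at 36 µM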
# NCOA1 inh = inhibits human SRC1 coactivator; HEK293 GAL4-SRC1 luciferase reporter, luminescence; inhibition, % at 3.6 µM; 360,000 compounds, 0.12% hits;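 active = inhibition above the campaign mean plus 3 SD, with each screening campaign given its own cutoff, cut at about 60% in these data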;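 note: 0% = DMSO treated cells and 100% = gossypol at 36 µM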
# Target sequence (Q15788 whole entry, looked up, the tested form may be a part): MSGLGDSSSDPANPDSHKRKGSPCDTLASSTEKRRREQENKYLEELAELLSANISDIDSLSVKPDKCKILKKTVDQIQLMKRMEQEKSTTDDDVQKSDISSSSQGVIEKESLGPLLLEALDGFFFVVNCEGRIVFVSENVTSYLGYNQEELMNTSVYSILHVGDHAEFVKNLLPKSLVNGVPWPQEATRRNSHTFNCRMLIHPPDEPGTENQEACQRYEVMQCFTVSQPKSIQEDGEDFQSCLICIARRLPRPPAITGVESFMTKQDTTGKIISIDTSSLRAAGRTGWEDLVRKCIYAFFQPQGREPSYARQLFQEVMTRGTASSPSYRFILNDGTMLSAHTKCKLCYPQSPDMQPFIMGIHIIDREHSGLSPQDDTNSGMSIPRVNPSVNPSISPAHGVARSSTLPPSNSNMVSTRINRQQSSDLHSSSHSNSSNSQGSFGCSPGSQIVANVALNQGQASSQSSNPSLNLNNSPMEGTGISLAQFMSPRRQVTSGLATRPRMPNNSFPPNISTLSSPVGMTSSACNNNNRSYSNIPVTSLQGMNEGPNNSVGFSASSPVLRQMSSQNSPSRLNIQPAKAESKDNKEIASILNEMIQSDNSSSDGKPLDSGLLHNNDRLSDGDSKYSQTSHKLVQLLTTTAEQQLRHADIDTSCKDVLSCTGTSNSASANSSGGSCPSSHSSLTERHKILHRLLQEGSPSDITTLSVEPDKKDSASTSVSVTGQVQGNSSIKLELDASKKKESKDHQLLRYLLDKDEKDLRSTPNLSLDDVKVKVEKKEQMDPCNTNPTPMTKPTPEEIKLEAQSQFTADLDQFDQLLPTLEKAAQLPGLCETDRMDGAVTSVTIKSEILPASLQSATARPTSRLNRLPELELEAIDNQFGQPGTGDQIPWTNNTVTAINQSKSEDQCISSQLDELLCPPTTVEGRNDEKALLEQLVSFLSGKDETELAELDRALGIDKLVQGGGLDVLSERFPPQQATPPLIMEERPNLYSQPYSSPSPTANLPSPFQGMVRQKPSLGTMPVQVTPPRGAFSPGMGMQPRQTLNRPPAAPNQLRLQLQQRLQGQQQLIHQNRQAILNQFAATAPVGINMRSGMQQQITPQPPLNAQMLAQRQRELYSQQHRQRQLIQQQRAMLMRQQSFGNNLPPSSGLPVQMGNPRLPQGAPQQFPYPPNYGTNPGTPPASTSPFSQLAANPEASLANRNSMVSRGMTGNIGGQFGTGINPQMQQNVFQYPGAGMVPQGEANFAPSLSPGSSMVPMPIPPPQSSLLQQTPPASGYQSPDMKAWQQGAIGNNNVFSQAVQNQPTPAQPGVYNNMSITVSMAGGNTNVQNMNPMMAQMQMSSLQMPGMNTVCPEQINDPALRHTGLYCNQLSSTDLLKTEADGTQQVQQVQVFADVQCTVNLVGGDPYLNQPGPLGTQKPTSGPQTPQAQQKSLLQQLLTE
# LRH-1 inv ag = NR5A2 inverse agonism in reporter assay; HEK293T StAR-luciferase reporter, LRH-1 transfected, 24 h; AID 602396; 360,000 compounds, 0.13% hits; inhibition, % at 3.6 µM; O00482;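 active = inhibition above the mean inhibition of all tested compounds plus 3 SD, cut at about 73% in these data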;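 note: 0% = DMSO wells and 100% = reporter-only cells lacking LRH-1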
# TLR9-MyD88 inh = TLR9-MyD88 interaction inhibition; Q9NR96+Q99836; CHO BLA complementation TLR9-MyD88, CCF4 FRET ratio; inhibition, % at 4.98 µM; 340,000 compounds, 0.21% hits; AID 504734;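 active = inhibition above the mean over all tested compounds plus 3 SD, cut at about 21% in these data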;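 note: 0% = DMSO only wells and 100% = clavulanate BLA inhibitor control wells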
# NOD2 RIPK2 PPI = NOD2-RIPK2 protein interaction inhibition | O43353 | CHO BLA complementation NOD2-RIPK2, CCF4 ratio | inhibition, % at 4.98 µM | 360,000 compounds, 0.38% hits | AID 624267; in the data active = inhibition above about 21%;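 note: 0% = vehicle only and 100% = reference blocker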
# The depositor's hits bear a star; · = not tested or not shown. Only part of the results is shown; count on the stated rates, not on these rows.
SMILES,EBV LMP1 NFkB,COUP-TFII inh,MC4R antagonist,ABHD5 PLIN5 PPI,SRC3 inh,MC4R barr agon,NCOA2 inhibitor,NCOA1 inh,LRH-1 inv ag,TLR9-MyD88 inh,NOD2 RIPK2 PPI
C1=C(c2ccc(-c3ccccc3)cc2)Nc2ncnn2C1c1ccco1 (stereo not given),-24.8,-49.3,5.2,-2.6,-49.9,0.0,-76.9,-59.0,-40.7,27.3*,38.8*
Cc1nnc(SCc2ccc(Cl)cc2)nc1/C=C/N(C)C,9.3,-18.2,11.2,-0.2,14.4,-2.7,-18.0,3.8,-17.4,0.1,-13.2
COc1ccc(NC(=O)CN2CCN(CC(=O)Nc3ccc(F)cc3)CC2)c(OC)c1,-2.4,26.1,2.2,1.0,8.1,-0.5,22.8,7.1,20.0,-6.3,1.8
Nc1ncnc(NCc2ccccc2)c1[N+](=O)[O-],24.4,1.5,-14.6,2.5,37.8,2.0,26.2,37.2,2.7,4.6,3.4
O=C(NCCCc1ccccc1)C1CCC(=O)N(Cc2ccc(Cl)cc2)C1 (stereo not given),-9.4,-15.6,2.4,7.0,2.0,-0.3,-29.6,-20.4,-18.8,-5.5,-4.2
CCCc1c(C(=O)NNc2cccc(Cl)c2)cnn1-c1ccccc1,-13.1,-2.7,-3.6,-5.6,-17.6,2.6,-21.2,9.4,-20.8,-8.1,15.8
O=c1cc(-c2ccco2)oc2c1ccc1ccccc12,-3.0,7.8,1.6,3.4,6.8,4.9,-10.7,2.7,-3.2,2.6,-10.0
Cc1ccc(S(=O)(=O)N2CCOCC2)cc1NC(=O)Cn1c(=O)ccn(Cc2ccccc2)c1=O,-3.0,-8.7,8.1,-5.5,1.4,-2.4,2.5,1.6,3.8,-11.7,2.0
CC(O)CNc1nc2ccccc2n1CC(=O)N1CCN(Cc2ccccc2)CC1 (stereo not given),1.9,12.8,4.9,-1.3,17.5,0.0,12.8,-5.1,-0.8,5.9,-5.7
Cc1cccc(N(C(=O)Cn2nnc3ccccc32)C(C(=O)NC(C)(C)C)c2ccsc2)c1C (stereo not given),-24.9,-3.1,5.6,-2.6,-3.5,0.3,-4.2,-4.1,15.1,0.7,-6.1
Cc1ccc(NC(=O)C2CCN(S(=O)(=O)c3ccc4c(c3)C(C)(C)C(=O)N4C)CC2)c(C)c1,8.7,-13.7,3.4,-3.6,13.2,0.3,-6.6,-6.0,-1.9,-14.4,0.0
CN1C(=O)NC(NC(=O)c2ccco2)(C(F)(F)F)C1=O (stereo not given),-6.8,-11.8,-6.7,2.6,-0.7,-1.8,9.4,-19.1,7.1,1.6,3.2
Cc1cc(S(=O)(=O)N2CCN(C(=O)CCC(=O)N3CCOCC3)CC2)ccc1Br,-2.3,5.7,6.8,2.2,15.8,-0.9,-5.0,-15.2,5.1,-12.2,-2.6
O=C(Nc1ccc(N2CCOCC2)cc1N1CCOCC1)c1ccc(Cl)cc1,-8.6,-0.5,14.7,-3.0,21.5,-2.5,20.3,1.0,-14.4,-4.6,6.2
O=C(NCc1cccnc1)C1CC(=O)N(c2ccc(Cl)cc2)C1 (stereo not given),3.9,11.6,8.3,-2.4,-6.0,1.0,5.9,-8.7,4.5,9.4,8.9
O=C(Nc1ccccc1C(=O)OC1CCOC1=O)c1ccco1 (stereo not given),-6.3,-13.3,-8.8,3.1,-4.2,-2.0,20.2,-5.6,8.5,-1.8,1.0
CC(NC(=O)Cc1ccc(Br)cc1)c1ccccc1 (stereo not given),2.8,-1.9,-7.0,-9.6,-7.9,0.7,6.0,4.3,-5.2,1.5,9.3
Cc1ccc(-n2c(=O)[nH]c3c(oc4ccccc43)c2=O)cc1,6.1,-9.8,18.2,1.0,18.7,-1.2,26.0,11.3,-0.7,3.0,-7.0
C=CCNC(=S)NNC(=O)c1csc(C)c1C,-6.8,4.6,7.1,1.4,-1.6,0.7,22.7,12.9,10.3,11.9,-2.6
O=C(NCCN1CCN(c2ccccc2)CC1)Nc1ccc(Cl)cc1,-0.9,-5.8,4.9,7.5,6.9,9.2*,2.4,16.0,-3.9,2.9,3.2
NS(=O)(=O)c1cc2c(cc1Cl)NC(CSCc1ccccc1)=NS2(=O)=O,-1.9,-0.7,3.6,2.0,4.4,-0.1,-16.0,10.5,8.1,-2.5,-14.5
Cc1ccccc1C1NC(=O)c2ccccc2O1 (stereo not given),-5.5,10.0,0.7,6.9,-15.0,1.1,-15.7,-2.4,7.4,0.1,0.7
OC(CCCN1CCCCC1)(c1ccccc1)c1ccc(C(F)(F)F)cc1 (stereo not given),0.9,3.9,0.6,5.3,-9.2,0.0,20.4,9.4,-8.1,-4.3,-6.4
COCCN(C(=O)CSc1nnc(-c2ccc(Cl)cc2)o1)c1c(N)n(CC(C)C)c(=O)[nH]c1=O,-5.1,6.5,9.9,-1.6,-12.2,-3.0,-16.8,19.2,-2.8,-11.0,1.8
Cc1ccc(C)c(NC(=S)Nc2cccnc2)c1,-1.9,-15.0,-0.7,0.8,22.1,1.9,0.8,-12.9,-6.3,0.0,-9.7
CC(Oc1ccccc1F)C(=O)NNC(=O)Cc1ccc(S(=O)(=O)N2CCOCC2)s1 (stereo not given),-7.3,4.0,-0.3,-0.9,4.8,-1.9,-22.2,-2.0,3.0,-0.1,6.4
O=C(COC(=O)Cc1ccc(Br)cc1)Nc1c(F)c(F)c(F)c(F)c1F,-2.9,5.3,-0.7,-5.7,18.5,5.2,-69.4,0.0,1.5,-6.1,7.3
Cc1cc(N=NC(=O)c2ccccc2O)c2ccccc2c1O,-13.2,-29.6,2.4,4.3,-58.1,-2.2,-21.8,-55.9,-11.6,-5.8,-11.6
CCOc1ccccc1/C=N/n1c(COc2ccccc2)n[nH]c1=S,2.3,-5.0,-0.3,1.3,-13.2,-0.8,4.0,-2.9,18.9,2.2,-3.8
CCCn1cc(C(=O)OCC)c(=O)c2cc(F)c(F)cc21,13.2,21.9,7.1,1.1,11.5,-1.0,8.6,-16.8,-1.6,·,-4.6
C=C1/C=C(\C)C(C)(O)CC(O)CC(=O)C(O)C(O)C(C)CC(C)OC(=O)/C(C)=C/CC/C=C/C(OC)C(O)CC(C)C1 (stereo not given),-1.9,·,11.6,13.2,-7.9,-0.4,·,-10.9,-1.6,-7.9,-3.2
O=C(NC1CCCc2c1cnn2-c1ccc(F)cc1F)c1ccccc1N1CCOCC1 (stereo not given),1.6,20.0,-8.2,0.5,13.5,-1.6,-12.4,2.4,-2.8,-1.3,-0.8
COc1ccc(-c2nc3ccccn3c2Cl)cc1,-15.0,-45.0,-4.2,1.3,-71.5,-0.8,-35.9,-217.2,-109.7,-5.3,-5.3
O=C(Nc1ccccn1)c1ccc(COc2ccccc2Cl)o1,-38.1,-34.0,-3.4,-3.9,-67.7,-1.5,-84.2,-31.9,-42.5,3.9,-10.0
COC(=O)N/N=C/c1ccc(-c2ccc(Cl)c(Cl)c2)o1,-2.1,-31.2,16.4,-4.0,0.6,-1.6,-20.4,1.4,-15.6,0.1,3.2
O=C1Cc2ccccc2N1c1ccccc1,2.9,-12.6,-1.9,-5.9,-19.9,1.6,-3.5,-0.7,1.5,3.5,-6.5
CCCCc1sc(-c2c(C#N)c(N)nc3c2CCCCC3)cc1[N+](=O)[O-],28.9,-7.8,23.4,2.0,-4.5,-0.5,-16.0,-1.8,-22.4,3.5,-11.6
Cc1nnc(SCC(=O)N(Cc2ccccc2)C(C)(C)C)[nH]c1=O,-4.5,-3.5,15.2,-4.9,12.5,-1.7,8.3,-1.5,-11.6,2.0,8.0
Cc1cc2cc(C#N)c(SCC(=O)Nc3nonc3C)nc2cc1C,-11.6,-1.7,-11.3,12.6,3.1,0.5,-27.3,3.0,-7.2,-3.6,2.2
CCOC(=O)c1[nH]c(C)c(C(=O)OCC(=O)N(CC)C2CCS(=O)(=O)C2)c1C (stereo not given),-5.1,-1.4,1.0,2.2,-1.7,-1.4,22.2,-13.6,5.5,5.0,-8.1
COCCOc1ccc(C(F)(F)F)cc1NC(=O)COC(=O)c1cc[n+]([O-])cc1,-1.6,-10.9,3.8,-4.3,13.2,-0.4,3.5,-1.5,-2.1,-0.8,7.1
COc1ccc(C[C@@H]2CN3C(=NC[C@@H]3C)N2C[C@H](C)NC(=O)CCC2CCCCC2)cc1,15.5,-3.1,0.1,0.6,-0.5,-0.7,6.1,-20.6,6.7,-6.4,-17.9
Cc1cccc(C)c1NC(=S)N1CC(C)OC(C)C1 (stereo not given),0.8,-9.3,1.8,7.2,8.3,1.2,-44.9,-52.5,-4.8,4.3,-6.8
O=C(c1ccco1)N1N=C(c2ccccc2)CC1c1ccc2nccnc2c1 (stereo not given),-4.4,-7.4,2.8,9.4,-7.3,-0.3,-15.1,-36.3,-5.1,-4.2,-14.5
CC(=O)N1CCN2C(=O)C1CCCC(=O)c1cc(C(C)C)ccc12 (stereo not given),-5.4,-7.1,5.8,0.0,9.7,1.0,-22.5,0.4,7.4,-1.5,2.5
NC(=O)C1Cc2ccccc2CN1C(=O)c1cc(C2CC2)nn1-c1ccccc1 (stereo not given),-2.9,7.1,3.5,3.4,3.4,-0.1,4.8,-12.6,-10.7,2.6,11.2
CC(C)CCOc1cccc(OCC(=O)O)c1,-1.3,6.0,11.6,1.2,-3.1,-2.5,-6.4,-6.1,19.2,-5.0,1.0
CCC(CC)NC(=O)c1ccc(Cl)cc1,4.5,8.7,0.3,0.6,0.1,-2.1,-3.5,-8.6,29.4,-5.9,-7.2
Cc1nnc(SCC(=O)Nc2ccc([N+](=O)[O-])cc2)n1C,-4.3,3.3,13.5,-2.2,7.7,0.1,4.9,1.3,26.1,-11.9,-6.5
CCNC(=S)N(Cc1cc2c(C)ccc(C)c2[nH]c1=O)C1CCCC1,-4.1,-4.5,-5.6,6.7,5.4,0.3,3.9,12.3,7.2,-1.3,-4.1
CCOC(=O)c1c(-c2ccc(F)cc2)csc1NC(=O)CCN1C(=O)c2ccccc2C1=O,2.8,1.3,17.4,2.5,8.8,0.2,22.6,-8.3,-17.7,0.4,4.5

# Shown as a hit in TLR9-MyD88 inh, of those listed so far:
SMILES,EBV LMP1 NFkB,COUP-TFII inh,MC4R antagonist,ABHD5 PLIN5 PPI,SRC3 inh,MC4R barr agon,NCOA2 inhibitor,NCOA1 inh,LRH-1 inv ag,TLR9-MyD88 inh,NOD2 RIPK2 PPI
C1=C(c2ccc(-c3ccccc3)cc2)Nc2ncnn2C1c1ccco1 (stereo not given),-24.8,-49.3,5.2,-2.6,-49.9,0.0,-76.9,-59.0,-40.7,27.3*,38.8*
